Bioassay records (PubChem)
PME-1 primary = PME-1 inhibitors via competitive probe labeling, primary screen, biochemical, fluorescence polarization, FP-Rh probe, HTS; Protein phosphatase methylesterase 1 (Homo sapiens), Q9Y570; recombinant PME-1; inhibition, % at 5.9 µM; 320,000 compounds, 0.53% hits;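 active = inhibition above the campaign mean of all compounds plus 3 SD, cut at about 26% in these data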;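 note: competitive labeling of PME-1 active site by serine hydrolase directed probe; 0% = PME-1 with DMSO and 100% = wells lacking PME-1 enzyme; inhibitors block probe labeling so polarization falls and inhibition rises; many of its hits are not listed in these tables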
Target sequence (Q9Y570 whole entry, looked up): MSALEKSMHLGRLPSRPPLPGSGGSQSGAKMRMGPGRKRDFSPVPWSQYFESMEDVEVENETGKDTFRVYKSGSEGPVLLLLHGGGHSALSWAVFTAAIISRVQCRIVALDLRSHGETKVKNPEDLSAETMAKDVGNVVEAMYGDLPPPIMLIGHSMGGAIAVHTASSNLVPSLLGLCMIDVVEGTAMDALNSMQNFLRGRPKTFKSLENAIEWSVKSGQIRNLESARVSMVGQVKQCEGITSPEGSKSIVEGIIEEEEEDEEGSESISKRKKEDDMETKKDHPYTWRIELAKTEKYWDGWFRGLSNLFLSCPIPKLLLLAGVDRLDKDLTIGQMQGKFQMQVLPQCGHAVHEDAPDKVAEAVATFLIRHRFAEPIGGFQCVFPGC
PAFAH1B3 inh = PAFAH1B3 enzyme inhibitors, primary screen, biochemical, fluorescence polarization, human | recombinant PAFAH1B3, FP-rhodamine probe | inhibition, % at 3.39 µM | 340,000 compounds, 0.28% hits | AID 492972, 2010 | Platelet-activating factor acetylhydrolase IB subunit alpha1 (Homo sapiens), Q15102;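 active = inhibition above the screen-wide average of all tested compounds plus 3 SD, cut at about 25% in these data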;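 note: 0% = enzyme with DMSO only and 100% = wells lacking PAFAH1B3 protein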
GSTO1 inh = inhibitors of recombinant GSTO1, primary screen, counter-screen for RBBP9 inhibitor project, biochemical, fluorescence polarization; 300,000 compounds, 1.1% hits; activity-based probe fluorescence polarization; inhibition, % at 5.96 µM; AID 1974, 2009;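 active = inhibition above the campaign mean inhibition plus 3 SD, cut at about 35% in these data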;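 note: 0% = GSTO1-1 with DMSO and 100% = wells lacking GSTO1-1 enzyme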
Target sequence (P78417 whole entry, looked up): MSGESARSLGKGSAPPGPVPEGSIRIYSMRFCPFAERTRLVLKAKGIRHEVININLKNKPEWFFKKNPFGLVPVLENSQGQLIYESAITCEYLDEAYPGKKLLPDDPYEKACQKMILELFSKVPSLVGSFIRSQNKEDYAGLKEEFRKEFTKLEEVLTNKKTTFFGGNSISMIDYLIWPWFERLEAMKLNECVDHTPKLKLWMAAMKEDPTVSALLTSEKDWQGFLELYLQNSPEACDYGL
LYPLA2 inh = LYPLA2 inhibitors, primary screen, counter-screen for PME1 inhibitor project, biochemical, fluorescence polarization, FP-Rh probe ABPP; recombinant LYPLA2; inhibition, % at 5.9 µM; Acyl-protein thioesterase 2 (Homo sapiens), O95372; 320,000 compounds, 0.38% hits;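 active = inhibition above the screen-wide mean plus 3 SD, limit set per campaign, cut at about 26% in these data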;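 note: 0% = LYPLA2 with DMSO and 100% = wells lacking LYPLA2 enzyme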
pPAFAH FP inh = pPAFAH enzyme inhibitors, primary screen, biochemical, fluorescence polarization, human; Platelet-activating factor acetylhydrolase (Homo sapiens), Q13093; recombinant pPAFAH, FP-rhodamine probe fluorescence polarization; inhibition, % at 3.39 µM; 330,000 compounds, 1.5% hits; AID 463082, 2010;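 active = inhibition above the mean inhibition across the screen plus 3 SD, cut at about 25% in these data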;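 note: inhibitors block binding of the rhodamine activity-based probe so polarization drops; 0% = enzyme with DMSO and 100% = wells lacking pPAFAH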
Target sequence (Q13093 whole entry, looked up): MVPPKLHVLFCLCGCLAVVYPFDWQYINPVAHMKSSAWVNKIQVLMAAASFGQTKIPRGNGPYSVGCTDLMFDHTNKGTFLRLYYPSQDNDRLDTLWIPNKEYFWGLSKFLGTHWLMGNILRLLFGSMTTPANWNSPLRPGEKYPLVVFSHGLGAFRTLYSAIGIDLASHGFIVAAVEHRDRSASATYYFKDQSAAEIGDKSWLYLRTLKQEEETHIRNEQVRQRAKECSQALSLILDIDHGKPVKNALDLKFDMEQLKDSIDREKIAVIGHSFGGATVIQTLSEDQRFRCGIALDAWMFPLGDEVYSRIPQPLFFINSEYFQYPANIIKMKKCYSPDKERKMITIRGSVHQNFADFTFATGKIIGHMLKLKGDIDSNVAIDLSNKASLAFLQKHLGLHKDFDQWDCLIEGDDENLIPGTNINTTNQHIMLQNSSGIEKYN
PAFAH2 inh = PAFAH2 enzyme inhibitors, primary screen, biochemical, fluorescence polarization, human; recombinant PAFAH2, FP-rhodamine activity probe; 340,000 compounds, 0.99% hits; inhibition, % at 3.39 µM; AID 492956, 2010;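 active = inhibition above the mean over all tested compounds plus 3 SD, cut at about 30% in these data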;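 note: inhibitors block probe labeling of enzyme so polarization drops; 0% = enzyme with DMSO and 100% = wells lacking PAFAH2 protein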
PAFAH1B2 FP inh = PAFAH1B2 enzyme inhibitors, primary screen, biochemical, fluorescence polarization, human | 340,000 compounds, 1.2% hits | recombinant PAFAH1B2, FP-rhodamine activity probe | Platelet-activating factor acetylhydrolase IB subunit alpha2 (Homo sapiens), P68402 | inhibition, % at 3.39 µM;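 active = inhibition above the mean of all tested compounds plus 3 SD, cut at about 24% in these data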;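 note: 0% = enzyme with DMSO and 100% = wells lacking PAFAH1B2; many of its hits are not listed in these tables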
PAD4 inh = human PAD4 inhibitors, primary screen, biochemical, fluorescence polarization, 1536-well format; recombinant PAD4, RCA probe fluorescence polarization; inhibition, % at 6.36 µM; 330,000 compounds, 0.41% hits;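 active = percent inhibition above a cutoff equal to the mean of all tested compounds plus 3 SD, cut at about 15% in these data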;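 note: 0% = PAD4 with RCA probe and DMSO and 100% = probe without PAD4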
LYPLA1 counter = LYPLA1 inhibitors, primary screen, counter-screen for PME1 inhibitor project, biochemical, fluorescence polarization, FP-Rh probe ABPP | inhibition, % at 5.9 µM | recombinant LYPLA1 | AID 2174, 2009 | 320,000 compounds, 0.16% hits;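 active = inhibition above the mean of all tested compounds plus 3 SD, set per campaign, cut at about 14% in these data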;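 note: inhibitors block serine hydrolase probe labeling of LYPLA1 so polarization falls; 0% = enzyme with DMSO and 100% = wells lacking LYPLA1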
Starred values were filed as active, the others as inactive; · = no result given. An excerpt; count on the stated rates, not on these rows.

The line under a structure holds: PME-1 primary	PAFAH1B3 inh	GSTO1 inh	LYPLA2 inh	pPAFAH FP inh	PAFAH2 inh	PAFAH1B2 FP inh	PAD4 inh	LYPLA1 counter
> COc1cccc(C(=O)NNC(=O)c2ccc3ccccc3c2O)c1
    3	7	45*	9	10	2	8	4	4
> Cc1ccc(C)c(NC(=O)C2CCCN2C(=O)OC(C)(C)C)c1 (configuration not stated)
    -2	4	9	6	3	8	-2	1	5
> Clc1ccc(OCCCCN2CCc3ccccc3C2)cc1
    1	0	6	4	1	-1	-3	0	2
> COc1ccccc1Cc1noc(C(C)(C)NC(=O)c2ccccc2)n1
    -2	5	-1	6	1	0	6	3	2
> CC(c1ccc(F)cc1)n1c(-c2ccc3ccccc3n2)n[nH]c1=S (configuration not stated)
    -4	1	2	2	2	9	1	-2	-3
> Cc1ccc(-c2nc(S(=O)(=O)c3ccc(C)cc3)c(SCC(N)=O)o2)cc1
    -1	0	-15	-3	1	6	0	-6	-4
> O=C(COc1ccccc1)N1CCN(C(=O)c2ccc([N+](=O)[O-])cc2)CC1
    -4	4	-4	5	5	11	4	6	0
> c1ccc(-c2cc(N3CCCCCC3)n[nH]2)cc1
    2	10	16	2	9	5	1	-2	-2
> COCCNC(=S)N1CCN(S(=O)(=O)c2ccc(Cl)s2)CC1
    2	4	-1	-5	4	4	12	1	0
> CC(C)=NOc1nc(N(C)C)nc(N(C)C)n1
    4	1	4	-7	-10	-4	-1	-3	-3
> Cc1ccc(-n2nc3c(Cl)nnc(C)c3c2C)cc1
    -6	5	-8	1	-7	6	0	0	3
> FC(F)(F)c1ccc(/C=N/NC(=S)NC2CCCCC2)cc1
    -5	1	-3	4	2	-1	-2	-1	2
> CC1(C)CC(=O)c2c(Cc3ccccc3)noc2C1
    -3	9	-5	3	-6	4	-2	-1	-1
> CCOc1ccccc1NC(=O)COC(=O)CC(C)(C)CC1=NS(=O)(=O)c2ccccc2N1
    8	-4	6	1	4	1	4	2	-2
> CCOc1ccc(C(=O)NCc2ccc3c(c2)OCO3)cc1
    -3	7	-1	-1	5	-9	0	-2	0
> COc1ccccc1/C=C1\SC(=S)N(CC(=O)Nc2nnc(C)s2)C1=O
    0	·	0	0	-1	·	·	-3	-1
> CCOc1ccc(OCC)c(NC(=O)Nc2ccc3c(c2)N(C)C(=O)CS3)c1
    22	14	-13	-9	12	2	8	-3	-10
> O=C(Nc1ccccn1)Nc1cccs1
    0	10	0	-4	-5	13	1	-3	-3
> CC(C)(C)C1CCc2onc(C(=O)NC3CCCC3)c2C1 (configuration not stated)
    1	4	3	0	-2	5	6	1	0
> CC(C)(C)N1NC(=O)Nc2ccccc2C1=O
    -1	-4	0	3	1	2	0	-6	2
> CCC(=O)NC(c1cccs1)c1cc(Cl)c2cccnc2c1O (configuration not stated)
    2	12	-12	11	34*	-3	7	-6	1
> CCCCNCc1ccc(OCc2ccc(Cl)nc2)c(OC)c1
    -3	-2	7	10	-3	1	10	-2	15*
> Cc1ccc(Cn2cc(SCC(N)=O)c3ccccc32)cc1
    -8	4	3	-3	7	3	5	0	-1
> Cc1ccc(N2CC(C(=O)Nc3ccc(S(=O)(=O)Nc4nccc(C)n4)cc3)CC2=O)cc1 (configuration not stated)
    -4	0	0	1	2	3	7	-5	1
> O=C(/C=C/c1c(F)cccc1Cl)Nc1nn[nH]n1
    1	5	5	6	6	4	0	1	-1
> Cc1ccc(-n2c(COc3cccc(C)c3)n[nH]c2=S)cc1
    3	2	-3	-1	-1	-13	18	2	-3
> CCC1(c2ccccc2)NC(=O)N(CC(=O)Nc2ccccc2N2CCCC2)C1=O (configuration not stated)
    -5	4	2	5	-2	-2	5	-1	1
> CC1CN(c2cc(=O)n(-c3ccccc3)c(=O)[nH]2)CC(C)O1 (configuration not stated)
    -1	12	2	5	-8	-5	6	-4	-2
> O=C(Nc1nnc(C2=COCCO2)o1)c1ccc(S(=O)(=O)N2CCOCC2)cc1
    2	2	8	5	-6	-2	8	0	2
> O=C(COc1ccc(Br)cc1)OCCN1CCCCC1
    1	13	-1	1	5	0	9	2	3
> Clc1ccc(Cc2nnc(-c3ccccc3Br)o2)cc1
    4	1	3	1	8	3	1	-1	1
> O=C(O)CSc1nc2ccccc2n1Cc1ccccc1
    -5	5	2	-9	5	3	-1	-3	-3
> CN1CCN(c2oc(-c3ccccc3)nc2S(=O)(=O)c2ccc(Br)cc2)CC1
    2	9	8	7	2	10	8	1	1
> CC(C(=O)NCCCN1CCOCC1)n1cccc1C(=O)c1ccccc1 (configuration not stated)
    -1	2	-3	3	2	9	-1	-3	-2
> COc1ccc(S(=O)(=O)N2CCC(C(=O)NCc3ccccn3)CC2)cc1Cl
    3	4	-2	2	2	-2	4	0	2
> COC(=O)c1ccccc1NC(=O)c1nc(S(=O)(=O)Cc2ccccc2)ncc1Cl
    0	4	-8	13	24	1	0	-2	4
> CN(C)C(=O)N1CCC(C(=O)NCc2ccccc2)CC1
    1	-13	3	-6	-4	5	-4	1	-3
> O=C(COC(=O)c1ccc2c(c1)OCCO2)NCCc1ccc(F)cc1
    ·	-2	·	·	10	68*	1	-2	·
> NC(=O)COC(=O)c1cc(=O)[nH]c2ccccc12
    0	0	14	3	1	5	1	-3	1
> CCN1C(=O)c2cccc3c(S(=O)(=O)NCC4CCCO4)ccc1c23 (configuration not stated)
    -9	4	20	-3	-3	-2	4	1	-2

Shown as a hit in pPAFAH FP inh, of those listed so far:
compound | PME-1 primary | PAFAH1B3 inh | pPAFAH FP inh | PAFAH2 inh | PAFAH1B2 FP inh | PAD4 inh
CCC(=O)NC(c1cccs1)c1cc(Cl)c2cccnc2c1O (configuration not stated) | 2 | 12 | 34* | -3 | 7 | -6

Next entries
Molecule | PME-1 primary | PAFAH1B3 inh | GSTO1 inh | LYPLA2 inh | pPAFAH FP inh | PAFAH2 inh | PAFAH1B2 FP inh | PAD4 inh | LYPLA1 counter
NC(=O)C1CCN(C(=O)c2cc(-c3ccccc3Cl)nc3ccccc23)CC1 | · | 3 | · | · | 0 | 0 | 5 | -3 | ·
COc1ccccc1CNC(=O)CCn1c(=O)[nH]c2ccsc2c1=O | -1 | 3 | 2 | -1 | 3 | -5 | 1 | 0 | -3
Cc1cccc(OCC(=O)Nc2ccc(N3CCN(S(C)(=O)=O)CC3)cc2)c1C | -8 | 0 | -1 | 5 | -2 | -7 | 5 | -1 | -2
Cc1cc(C)n(C(=O)c2ccc(C)c(S(=O)(=O)N3CCOCC3)c2)n1 | 0 | 2 | 11 | 7 | 2 | 8 | -3 | 3 | 4
Cc1cnc(C(=O)OC(C(=O)Nc2cc(C(F)(F)F)ccc2Cl)c2ccccc2)cn1 (configuration not stated) | 4 | -3 | -2 | -9 | 7 | 6 | 4 | 0 | 32*
O=C1CCC(c2ccccc2)c2ccccc21 (configuration not stated) | 5 | · | 2 | 3 | 4 | · | · | 3 | 1
NC(=O)c1ccc(Cl)c2ccccc12 | -4 | -2 | -1 | 4 | -7 | -1 | 4 | 0 | 2
O=C(c1ccc(Cl)cc1)c1c[nH]c(C(=O)NNc2ccccc2)c1 | 1 | 3 | 5 | 0 | 7 | -2 | 2 | -2 | -5
NC(=S)NNC(=S)Nc1ccccc1 | -1 | 0 | 5 | -3 | 2 | 14 | 2 | 3 | -4
N/C(=N\OC(=O)Cc1cccs1)c1ccccc1 | 6 | 2 | 3 | 5 | 13 | 3 | 0 | -3 | -3
CCN(CC)/C(=N/O)NC(=O)NS(=O)(=O)c1ccc(C)cc1 | -5 | -8 | -1 | -3 | -6 | -7 | -1 | 1 | -1
CN(C(=O)CCN1C(=O)/C(=C/c2ccccc2F)SC1=S)C1CCS(=O)(=O)C1 (configuration not stated) | -5 | 8 | 8 | -4 | 2 | 3 | 4 | 1 | -3
Cc1nc(-c2ccncc2)nc(NCCNc2ncccc2C(F)(F)F)c1Cl | -3 | 15 | 1 | 6 | 4 | 11 | 4 | -9 | -1
COc1ccc(CN(C)Cc2cc(=O)oc3cc(C)c(C(C)C)cc23)cc1OC | 0 | 0 | 1 | -3 | 3 | -1 | 4 | -3 | -3
COc1cccc(OCCn2cc(C(C)=O)c3ccccc32)c1 | 1 | 6 | -1 | -6 | -4 | 1 | 3 | -4 | -1
c1cncc(-c2nc(-c3cccs3)cs2)c1 | -1 | 5 | -7 | -3 | 2 | 9 | 0 | -1 | 2
C/[N+]([O-])=C\c1coc2ccccc2c1=O | 0 | -1 | 1 | 0 | 3 | -3 | 1 | -5 | 2
CCCCCCCC(=O)Nc1ccc(C(=O)N/N=C/c2cccc([N+](=O)[O-])c2)cc1 | -8 | -10 | -5 | 3 | -3 | -4 | -6 | -1 | -2
O=C(NCCCN1CCCC1=O)c1ccc(NS(=O)(=O)c2cccc([N+](=O)[O-])c2)cc1 | -4 | 7 | 12 | 3 | 5 | 7 | -2 | 0 | 2
CC(=O)Nc1cc(NC(C)=O)cc(C(=O)OCC(=O)c2ccc3c(c2)OCO3)c1 | 1 | 4 | 13 | 11 | 1 | 5 | 2 | -6 | 2
COc1ccc(NC(=O)c2ccccc2-c2ccc(C(F)(F)F)cc2)cc1S(=O)(=O)N1CCOCC1 | 6 | 8 | 0 | 3 | 1 | 1 | -4 | -3 | -2

A different layout for some results above:
CCOc1ccc(OCC)c(NC(=O)Nc2ccc3c(c2)N(C)C(=O)CS3)c1
- PME-1 primary: 22
- PAFAH1B3 inh: 14
- GSTO1 inh: -13
- LYPLA2 inh: -9
- pPAFAH FP inh: 12
- PAFAH2 inh: 2
- PAFAH1B2 FP inh: 8
- PAD4 inh: -3
- LYPLA1 counter: -10
O=C(Nc1ccccn1)Nc1cccs1
- PME-1 primary: 0
- PAFAH1B3 inh: 10
- GSTO1 inh: 0
- LYPLA2 inh: -4
- pPAFAH FP inh: -5
- PAFAH2 inh: 13
- PAFAH1B2 FP inh: 1
- PAD4 inh: -3
- LYPLA1 counter: -3
CC(C)(C)C1CCc2onc(C(=O)NC3CCCC3)c2C1 (configuration not stated)
- PME-1 primary: 1
- PAFAH1B3 inh: 4
- GSTO1 inh: 3
- LYPLA2 inh: 0
- pPAFAH FP inh: -2
- PAFAH2 inh: 5
- PAFAH1B2 FP inh: 6
- PAD4 inh: 1
- LYPLA1 counter: 0
CC(C)(C)N1NC(=O)Nc2ccccc2C1=O
- PME-1 primary: -1
- PAFAH1B3 inh: -4
- GSTO1 inh: 0
- LYPLA2 inh: 3
- pPAFAH FP inh: 1
- PAFAH2 inh: 2
- PAFAH1B2 FP inh: 0
- PAD4 inh: -6
- LYPLA1 counter: 2
